G9a inh: G9a (human) methyltransferase inhibition; Q96KQ7; G9a H3K9 monomethylation, AlphaScreen, 2 h; Potency, µM (highest dose often 102 µM), for inactives: top-dose activity, negative = inhibition, actives largely listed as inhibitors; 350,000 compounds, 8.8% hits; note: % is set by controls: 0 for no effect and ±100 for the full control effect; nearly all actives have a fitted effect of over 75% in size
Target sequence (Q96KQ7 913-1193 limits assumed): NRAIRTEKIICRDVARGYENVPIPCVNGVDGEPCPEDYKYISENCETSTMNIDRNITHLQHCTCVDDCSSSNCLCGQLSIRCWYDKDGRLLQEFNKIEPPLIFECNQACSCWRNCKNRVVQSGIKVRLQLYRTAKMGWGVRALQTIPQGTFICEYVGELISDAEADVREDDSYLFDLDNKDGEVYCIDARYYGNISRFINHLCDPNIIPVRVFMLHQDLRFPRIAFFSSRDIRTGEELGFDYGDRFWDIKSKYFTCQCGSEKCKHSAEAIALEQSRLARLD
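Using a bead-based AlphaScreen, monomethylated H3K9 product from 2 h room-temperature reactions (G9a 20 nM, peptide 500 nM, SAM 20 uM) was detected with 0.5 ug/mL rabbit anti-H3K9me1 antibody.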
BAZ2B inh: blocks human BAZ2B; AlphaScreen BAZ2B-H3K14Ac peptide displacement; Potency, µM (top dose mostly 114 µM), for the others: at the top dose activity change, negative = inhibition, actives largely listed as inhibitors; 360,000 compounds, 4.4% hits; AID 504333; note: % is set by controls: 0 for no effect and ±100 for the full control effect; nearly all actives have a fitted effect of over 60% in size
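Compounds, titrated to a top concentration of 110 uM, were incubated 30 min at room temperature with preformed BAZ2B/acetyl-K14 H3 peptide complex (50 nM each). Proximity signal was measured by AlphaScreen after 20 min with beads.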
POLH inh: blocks human DNA polymerase eta activity. recombinant Pol eta, fluorescent DNA replication assay. Potency, µM (top dose mostly 114 µM), inactives show at the top dose activity change, negative = inhibition, hits mostly inhibitors. 390,000 compounds, 1.2% hits; note: % is set by controls: 0 for no effect and ±100 for the full control effect
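Pol eta (10 nM) was preincubated with compounds for 15 min at room temperature, after which fluorescent replication substrate (50 nM final) was added to start the reaction. Fluorescence was read kinetically at 0 and 10 min.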
BLM inh: blocks DNA unwinding by human BLM helicase; P54132; Potency, µM (highest dose often 56.1 µM), inactives show top-dose activity change, negative = inhibition, most hits filed as inhibitors; recombinant BLM DNA unwinding, fluorescence dequenching; AID 2528; 350,000 compounds, 0.2% hits;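 note: plate controls were vehicle for no effect and no enzyme for full effect; nearly all actives have a fitted effect of over 35% in size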
JMJD2A Tudor: blocks the human JMJD2A Tudor domain | AlphaScreen JMJD2A-Tudor / H3K4me3 peptide binding | Potency, µM (titrated, usually from 114 µM), for inactives: at the top dose activity change, negative = inhibition, most hits filed as inhibitors | 390,000 compounds, 4.4% hits | AID 504339; note: % is set by controls: 0 for no effect and ±100 for the full control effect; nearly all actives have a fitted effect of over 50% in size
Pol kappa inh: inhibitors of human DNA polymerase kappa; 400,000 compounds, 0.53% hits; AID 588579; Q9UBT6; purified Pol kappa, fluorescent DNA synthesis assay, 10 min; Potency, µM (top dose mostly 107 µM), for inactives: at the top dose activity, negative = inhibition, most hits filed as inhibitors; note: % is set by controls: 0 for no effect and ±100 for the full control effect
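Inhibition of 10 nM Pol kappa is measured by a fluorescent read-out at 0 and 10 min following addition of 50 nM substrate (final), with a 15-min room-temperature compound preincubation.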
POLB inh: blocks human DNA polymerase beta activity. 340,000 compounds, 1.3% hits. P06746. Potency, µM (series often up to 114 µM), without a hit: at the top dose activity change, negative = inhibition, hits mostly inhibitors. AID 485314. Pol beta primer extension/strand displacement, fluorescence kinetic; note: % is set by controls: 0 for no effect and ±100 for the full control effect
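Homogeneous kinetic assay of primer extension and strand displacement by 10 nM Pol beta, preincubated 15 min at room temperature with compound before 50 nM substrate (final) was added. Read at 0 and 10 min; four-parameter Hill fit.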
APE1 inh: blocks human APE1 abasic DNA cleavage; 350,000 compounds, 0.35% hits; AID 2517; Potency, µM (titrated, usually from 65.8 µM), without a hit: top-dose activity change, negative = inhibition, most hits filed as inhibitors; P27695; recombinant APE1, TAMRA/BHQ-2 abasic DNA cleavage fluorescence;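 note: plate controls were vehicle for no effect and reference inhibitor for full effect; nearly all actives have a fitted effect of over 55% in size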
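Kinetic fluorescence read (525 ex/598 em nm, three reads 60 s apart) of AP-site incision; signal = third minus first read. Enzyme 0.75 nM, dual-labelled THF duplex 50 nM, compound preincubation 15 min RT.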
Pol iota inh: inhibitors of human DNA polymerase iota | Q9UNA4 | Pol iota fluorescent replication assay, 10 min | Potency, µM (top dose mostly 115 µM), for the others: at the top dose activity, negative = inhibition, usual class: inhibitors | 390,000 compounds, 1% hits
Target sequence (Q9UNA4 whole entry, looked up): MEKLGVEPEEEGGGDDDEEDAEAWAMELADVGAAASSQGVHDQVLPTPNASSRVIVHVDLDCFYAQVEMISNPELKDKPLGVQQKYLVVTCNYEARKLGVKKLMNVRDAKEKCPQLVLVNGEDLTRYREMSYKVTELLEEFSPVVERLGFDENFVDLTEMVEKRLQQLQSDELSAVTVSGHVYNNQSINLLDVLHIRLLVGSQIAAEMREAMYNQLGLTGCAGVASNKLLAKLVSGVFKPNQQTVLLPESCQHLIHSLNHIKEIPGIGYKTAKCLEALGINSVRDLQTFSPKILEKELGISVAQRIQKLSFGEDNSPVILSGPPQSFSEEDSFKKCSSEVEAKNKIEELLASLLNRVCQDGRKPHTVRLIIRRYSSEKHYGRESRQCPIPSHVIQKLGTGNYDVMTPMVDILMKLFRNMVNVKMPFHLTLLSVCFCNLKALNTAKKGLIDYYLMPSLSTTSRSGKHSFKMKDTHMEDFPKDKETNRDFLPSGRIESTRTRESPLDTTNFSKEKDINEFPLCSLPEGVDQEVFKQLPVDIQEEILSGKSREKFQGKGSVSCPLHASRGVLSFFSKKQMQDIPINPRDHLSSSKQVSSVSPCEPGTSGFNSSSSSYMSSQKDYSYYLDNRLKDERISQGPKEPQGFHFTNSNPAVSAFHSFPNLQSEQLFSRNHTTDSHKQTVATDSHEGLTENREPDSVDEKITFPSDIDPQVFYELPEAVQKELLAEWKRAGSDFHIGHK
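Fluorescent replication assay read twice, at 0 min and 10 min after adding 50 nM (final) substrate. Enzyme (10 nM) and compounds were first incubated 15 min at room temperature; enzyme-free buffer wells were negative controls.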
The depositor's hits bear a star; u = inconclusive; x = not tested or not shown; & = joins results of further samples; [ ] = another dose, or the depositor's remark. Calls come from the whole dose curve; as a rule, active = well fitted curve in the direction sought with a large enough effect; inconclusive = small, poorly fitted or top-dose-only effect, or another doubt; inactive = no such curve, though single readings can be large; an effect the other way counts as inactive or inconclusive. Potency is the fitted concentration of half-maximal effect.

compound	G9a inh	BAZ2B inh	POLH inh	BLM inh	JMJD2A Tudor	Pol kappa inh	POLB inh	APE1 inh	Pol iota inh
O=C(O)CN1C(=O)C2C3C=CC(C2C1=O)C1C(=O)N(CC(=O)O)C(=O)C31 (stereo not given)	17%[59 µM]	-20%	-16%	-1%	-20%	15%	0%	69%[activator]	7%
C=CCSc1nc2c(c(=N)n1CC=C)C1CCCC1S2 (stereo not given)	93%[activator][59 µM]	83%[activator]	-13%	7%	29%	-16%	1%	6%	9%
Cc1cc(C)c(C(N)=O)c(Cl)n1	-14%	-30%	-19%	-2%	4%	-6%	33%[activator]	1%	29%
CN(NC(=O)Nc1ccc(Cl)cc1)c1c(Cl)c(Cl)nn1C	1%	14%	-1%	-3%	-13%	-7%	9%	-2%	43%[activator]
Cc1ccc(S(=O)(=O)c2nnn3c2nc(Nc2ccc(C(C)C)cc2)c2sccc23)cc1C	-3%[59 µM]	3%	4%	-9%	4%	5%	83%	x	21%
COc1ccc(Cl)cc1C(=O)NNC(=O)c1ccc(F)c(S(=O)(=O)N2CCOCC2)c1	x	x	-10%	x	-24%	-10%	x	-10%	25%
CCCCn1c(C)cc2c(c1=O)[C@H]1O[C@](CCCC)(Cc3c1ccc1ccccc31)O2	9%[2.33 µM]	9%[22.9 µM]	x	-1%[12.4 µM]	x	x	29%[22.9 µM]	25%[12.4 µM]	x
O=C(N/N=C/c1c[nH]c2ccccc12)c1ccc2c(c1)OCCO2	x	-11%	-3%	-6%	-24%	-13%	u	-6%	40%[activator]
CCCCN1Cc2c(nc3cc(-c4ccccc4)[nH]n3c2=O)C1=O	u	-2%	-13%	-10%	-8%	-7%	-4%	-3%	66%[activator]
Cc1ccc(NC(=O)COc2ccccc2)cc1S(=O)(=O)N1CCCCCC1	15%	-5%	-7%	x	-8%	-9%	x	-6%	-13%

Further records:
compound	G9a inh	BAZ2B inh	POLH inh	BLM inh	JMJD2A Tudor	Pol kappa inh	POLB inh	APE1 inh	Pol iota inh
O=C(CN1C(=O)NC2(CCCc3ccccc32)C1=O)Nc1cccc(S(=O)(=O)N2CCCCC2)c1 (stereo not given)	-23%[59 µM]	-30%	-10%	-6%	-29%	-11%	24%	-6%	-8%
Cc1cnc(CNc2nc(-c3ccoc3)nc3ccccc23)cn1	-45%[0.501 µM]	x	x	-13%	x	1%[60.1 µM]	x	-9%	x
COc1cc(C(C)=O)ccc1OCC(O)Cn1nc(C)c(Br)c1C (stereo not given)	41%[59 µM]	-52%	-10%	-4%	-19%	-13%	-4%	48%[activator]	23%
COc1cccc(CNC(=O)CCCN2C(=O)C(c3ccccc3)Oc3cccnc32)c1OC (stereo not given)	1%[59 µM]	-14%	1%	-5%	-6%	2%	6%	42%	21%
O=C(Nc1ccncc1)C1CCCN(S(=O)(=O)c2cccc3cccnc23)C1 (stereo not given)	-1%[59 µM]	3%	-16%	-2%	-16%	-1%	-13%	2%	-21%
Cc1cc(C)n(-c2nnc(C)n2/N=C/c2ccccc2OCc2ccccc2Cl)n1	38%[12.7 µM]	-5%	-10%	1%	-21%	-17%	10%	-10%	3%
Cc1ccc(OCC(=O)Nc2ccon2)c([N+](=O)[O-])c1	u	-11%	2%	-2%	-3%	7%	21%	14%	2%
O=C(OCC(=O)N1CCN(C(=O)c2ccco2)CC1)c1ccccc1OCc1ccccc1	u	2%	-8%	-1%	-16%	6%	36%	-5%	-4%
CCOc1ccc(OCC)c(S(=O)(=O)N2CCN(c3cccc(C)c3C)CC2)c1	12%[59 µM]	-5%	-13%	-9%	0%	-2%	3%	x	4%
C[C@H](NS(=O)(=O)c1ccc2c(c1)OCCCO2)C(=O)N1CCN(Cc2ccc(C#N)cc2)CC1	20%[2.33 µM]	4%	-21%	x	-7%	-3%	x	6%	-3%

An excerpt of these results, field by field.
Structure: Cc1cnc(CNc2nc(-c3ccoc3)nc3ccccc23)cn1
  G9a inh: -45%[0.501 µM]
  BAZ2B inh: x
  POLH inh: x
  BLM inh: -13%
  JMJD2A Tudor: x
  Pol kappa inh: 1%[60.1 µM]
  POLB inh: x
  APE1 inh: -9%
  Pol iota inh: x

Structure: CCOc1ccc(OCC)c(S(=O)(=O)N2CCN(c3cccc(C)c3C)CC2)c1
  G9a inh: 12%[59 µM]
  BAZ2B inh: -5%
  POLH inh: -13%
  BLM inh: -9%
  JMJD2A Tudor: 0%
  Pol kappa inh: -2%
  POLB inh: 3%
  APE1 inh: x
  Pol iota inh: 4%

Other entries follow:
compound	G9a inh	BAZ2B inh	POLH inh	BLM inh	JMJD2A Tudor	Pol kappa inh	POLB inh	APE1 inh	Pol iota inh
Cc1cccc(NC(=O)c2cc(C)nc3ccccc23)c1	2%	8%	11%	-6%	-1%	2%	31%	-2%	6%
Cc1cc(NC(=O)CCC(=O)N(c2cccnc2)C(C(=O)NC2CCCC2)c2ccccc2F)no1 (stereo not given)	6%[59 µM]	5%	-3%	-11%	-3%	-14%	-1%	5%	8%
COc1ccc(NC(=O)CN(C)CC(=O)NC(=O)NC2CCCCC2)cc1	-8%[2.33 µM]	-35%	-21%	x	5%	4%	x	17%	1%
CN(C(=O)c1cccc(NC(=O)Cc2cccc(NC(=O)C3CCN(S(=O)(=O)c4cccc([N+](=O)[O-])c4)CC3)c2)c1)C1CC1	x	x	-17%	x	-25%	-5%	x	x	25%
COc1ccc(-c2nn(-c3ccccc3F)cc2CNCCn2nc(C)cc2C)cc1	9%	-4%	-20%	-4%	-22%	4%	16%	-3%	-13%
COc1ccccc1N1CCN(S(=O)(=O)CCNC(=O)c2cc(=O)c3ccccc3o2)CC1	6%[59 µM]	-16%&-2%	2%&-6%	-4%&-1%	-18%&-3%	-1%	41%&1%	-5%	-5%&15%
S=C(NCCc1cnc[nH]1)NC1CCCC1	-6%	-14%	-2%	-3%	-23%	-9%	31%	-5%	9%
COc1ccc(-c2c(C)c3ccc(OCC(C)=O)cc3oc2=O)cc1	-8%[59 µM]	-2%	x	-1%	x	x	u	4%	x
Cc1cccc(OCC(=O)O/N=C(\N)c2ccncc2)c1	1%	-5%	1%	-2%	-5%	-13%	24%	1%	16%
COC(=O)[C@H](CCSC)NC(=O)Nc1ccc(OC)c(Cl)c1	-22%	-18%	-14%	1%	-7%	-1%	1%	-5%	6%

Remaining list, next part
compound	G9a inh	BAZ2B inh	POLH inh	BLM inh	JMJD2A Tudor	Pol kappa inh	POLB inh	APE1 inh	Pol iota inh
O=C1COCCOCCOCC(=O)NCCN1	-15%	-12%	0%	2%	-15%	-6%	0%	4%	13%
Cc1ccc(C(=O)Nc2cc(-c3cn4cccnc4n3)ccc2C)cc1C	u	-9%	u	-14%	u	-1%[60.1 µM]	u	x	7%
CCC(c1nnnn1CCC(C)C)N1CCC(C(N)=O)CC1 (stereo not given)	7%	3%	-3%	-1%	4%	3%	44%	19%	11%
Cc1cc(C)c(S(=O)(=O)NCC2CCC(C(=O)NCCCN3CCC(C)CC3)CC2)c(C)c1 (stereo not given)	-2%[59 µM]	-9%	-8%	1%	-30%	7%	7%	-7%	33%[activator]
O=C(OCn1nnc2ccccc2c1=O)c1ccc(S(=O)(=O)N2CCOCC2)cc1	-5%	1%	14%	-2%	-7%	-3%	6%	-1%	23%
COc1cc(C2CC(=O)Oc3cc(C)c(Br)c(C)c32)cc(OC)c1OC (stereo not given)	7%[59 µM]	x	-19%	-13%[75.6 µM]	-16%	-4%	x	4%&-6%	-19%
CC1CN(C(=O)Cn2cc(SCC(=O)N3CCOCC3)c3ccccc32)CC(C)O1 (stereo not given)	x	0%	-14%	-1%	5%	-5%	-7%	-1%	61%[activator]
Cc1cc(C)cc(NC(=O)CN2C(=O)NC(Cc3c[nH]c4ccccc34)C2=O)c1 (stereo not given)	x	x	-14%	x	-15%	-7%	x	-18%	-5%
CC(OC(=O)c1cccc(-n2cnnn2)c1)C(=O)Nc1ccc(F)cc1 (stereo not given)	-5%[12.7 µM]	-4%	-7%	-6%	-10%	-4%	0%	1%	-2%
O=C(NCc1ccccc1Cl)C1CCCN1C(=O)NCc1ccccc1 (stereo not given)	x	-4%	-16%	-2%	1%	3%	u	10%	25%

Remaining list, next part:
compound	G9a inh	BAZ2B inh	POLH inh	BLM inh	JMJD2A Tudor	Pol kappa inh	POLB inh	APE1 inh	Pol iota inh
CCOC(=O)COc1c(OC)cc(Cl)cc1C1NC(=O)NC(C)=C1C(C)=O (stereo not given)	-22%[12.7 µM]	-4%	-15%	-2%	-13%	-11%	-4%	-2%	19%
CC(/C=N/NC(=O)c1sc(N)nc1C)=C\c1ccccc1	4%	x	-11%	-6%	-13%	5%	u	-7%	1%
Cc1ccc(S(=O)(=O)CCC(=O)Oc2ccc(-c3nnco3)cc2)cc1	20µM*	-2%	-10%	x	-1%	0%	x	38%[activator]	54%[activator]
CCOC(=O)c1c(S(=O)(=O)NCCCc2ccco2)c(C)n(C)c1C	45µM*	56µM*	-16%	-7%	u	-14%	u	-3%	u
Cn1c(=O)c2c(nc(NC3CCCCC3)n2Cc2ccccc2)n(C)c1=O	21%[59 µM]	-8%	-22%	2%	-29%	0%	-2%	-2%	32%[activator]
Cc1nc(C(N)=O)c(N)n1CCc1ccccc1	u	-6%	-7%	0%	-14%	-4%	-2%	11%	35%[activator]
CCc1ccc(NC(=O)c2ccc(NS(=O)(=O)c3c(C)noc3C)cc2)cc1	-25%[59 µM]	x	-3%	-3%	-12%	-7%	78%	x	-26%
COc1ccc(CCNS(=O)(=O)c2cn(C)cn2)cc1OC	11%	-3%[57.1 µM]	-8%	-1%	-5%	4%	-25%	18%	-27%
Cc1ccc(COC(=O)NCc2cccnc2)cc1	27%	5%	2%	-2%	-10%	-3%	54%	6%	25%
O=C1c2c(Cl)c(Cl)c(Cl)c(Cl)c2C(=O)N1c1nccs1	x	x	3%	x	3%	-20%	x	x	-4%

More structures follow.
compound	G9a inh	BAZ2B inh	POLH inh	BLM inh	JMJD2A Tudor	Pol kappa inh	POLB inh	APE1 inh	Pol iota inh
CCOc1ccc2c(c1)OC(c1ccc(C)cc1)(C(F)(F)F)NC2=O (stereo not given)	u	-32%	-10%	0%	-24%	-8%	1%	4%	18%
Cc1ccc(NC(=O)CSc2ccccc2NC(=O)c2cccc(Cl)c2)cc1Cl	11%	-1%	u	1%	-19%	3%	2%	2%	-12%
COc1cc2nc(CC(C)C)n(NC(=O)c3ccccc3)c(=O)c2cc1OC	u	u	-2%	-3%	-17%	-5%	-13%	-1%	16%
O=C1CC(C2CCCO2)C(=O)N1Cc1ccccc1 (stereo not given)	8%[12.7 µM]	-14%	-8%	1%	-2%	-9%	8%	-2%	-5%

Not all compounds are listed; count on the stated rates, not on these rows.
